Compound activity from PubChem BioAssay.
HSF1 inh = HSF1 inhibition | NIH3T3-HGL HSE-luciferase, MG132-induced, luminescence 8 h; hits give low values | hit rate 0.77% among 300,000 | activity change, negative = inhibition, % at 7.5 µM (by protocol) | AID 2098;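 active means more than half of replicate wells show activity change below -50%, luminescence cut by over half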;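 further: luciferase reports HSF-1 transcriptional activity via heat shock element; 0% = median of DMSO wells and -100% = zero luminescence signal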
GSK3A inh = human GSK-3 alpha kinase inhibition; ADP-Glo luminescence, 60 min; P49840; hit rate 0.1% among 320,000; inhibition, % at 10 µM;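 in the data active means inhibition above about 50%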;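 further: GST-tagged GSK-3 alpha with peptide substrate and 25 µM ATP; 0% = DMSO neutral wells and 100% = GW8510 positive control wells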
Target sequence (P49840 whole entry, looked up): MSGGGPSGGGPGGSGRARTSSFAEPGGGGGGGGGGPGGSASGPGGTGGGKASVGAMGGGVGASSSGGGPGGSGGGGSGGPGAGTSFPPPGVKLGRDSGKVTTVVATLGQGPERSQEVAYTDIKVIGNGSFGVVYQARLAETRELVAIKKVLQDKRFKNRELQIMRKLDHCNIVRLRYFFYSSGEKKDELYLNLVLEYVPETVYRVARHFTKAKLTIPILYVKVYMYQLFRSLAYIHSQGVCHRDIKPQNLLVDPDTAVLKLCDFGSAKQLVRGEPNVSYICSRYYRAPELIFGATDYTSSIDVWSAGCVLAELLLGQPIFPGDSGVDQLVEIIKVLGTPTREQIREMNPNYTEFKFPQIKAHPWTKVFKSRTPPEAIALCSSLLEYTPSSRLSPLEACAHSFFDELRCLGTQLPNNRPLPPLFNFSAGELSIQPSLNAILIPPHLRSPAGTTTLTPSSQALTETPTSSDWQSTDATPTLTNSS
aSyn UTR inh = 5' untranslated region of α-synuclein, MLPCN primary screen; alpha-synuclein 5'UTR reporter, inhibitor activity; inhibition, % (tested at 7.5 µM); hit rate 0.82% among 300,000; in the data active means inhibition above about 60%;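 further: H4 neuroglioblastoma cells stably carrying SNCA 5'UTR luciferase fusion; 0% = DMSO wells and 100% = positive control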
HSP90 refold inh = inhibitors of HSP90 luciferase refolding in rabbit reticulocyte lysate; luciferase refolding luminescence, 3 h; inhibition, % at 5.6 µM; hit rate 0.91% among 290,000;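 active means inhibition above the screen-wide mean plus 3 SD, computed separately per campaign, cut at about 16% in these data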;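 further: 0% = DMSO wells and 100% = 60 µM geldanamycin wells; inhibitors lower the luminescence because luciferase stays unfolded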
PolyA inhibitor = yeast polyadenylation inhibition | S. cerevisiae SKY197-pL101 polyadenylation reporter, beta-gal luminescence; efflux-impaired pdr1/pdr3 knockout yeast; score 100 = 6 SD above DMSO | calls only at 12 µM | hit rate 0.02% among 300,000;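 active means lowest replicate activity score at least 50, where 100 means six control SD above control mean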;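 further: yeast exposed to compound for 9 h at 30 °C; higher score means more reporter readthrough which indicates perturbed polyadenylation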
KLF5 inh = kruppel-like factor 5 inhibition. DLD-1 KLF5 promoter-luciferase reporter, luminescence. hit rate 0.23% among 290,000. AID 1700. inhibition, % at 5 µM;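 active means inhibition above a per-plate limit of that plate's mean compound inhibition plus 3 SD, cut at about 60% in these data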;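 further: 0% = DMSO wells and 100% = LY294002 at 200 µM; higher means less KLF5 promoter-driven luciferase light; inactives centre near -14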
GSK3beta inhib = blocks human GSK3beta kinase activity | P49841 | GST-GSK3beta kinase, ADP-Glo luminescence, 60 min; hits give low values | hit rate 0.038% among 300,000 | activity score (negative = inhibition), % at 10 µM;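 active means more than half of replicate wells score below -50%, meaning over 50% inhibition versus plate controls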;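 further: 0% = median DMSO wells and -100% = median GW8510 positive control wells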
Target sequence (P49841 whole entry, looked up): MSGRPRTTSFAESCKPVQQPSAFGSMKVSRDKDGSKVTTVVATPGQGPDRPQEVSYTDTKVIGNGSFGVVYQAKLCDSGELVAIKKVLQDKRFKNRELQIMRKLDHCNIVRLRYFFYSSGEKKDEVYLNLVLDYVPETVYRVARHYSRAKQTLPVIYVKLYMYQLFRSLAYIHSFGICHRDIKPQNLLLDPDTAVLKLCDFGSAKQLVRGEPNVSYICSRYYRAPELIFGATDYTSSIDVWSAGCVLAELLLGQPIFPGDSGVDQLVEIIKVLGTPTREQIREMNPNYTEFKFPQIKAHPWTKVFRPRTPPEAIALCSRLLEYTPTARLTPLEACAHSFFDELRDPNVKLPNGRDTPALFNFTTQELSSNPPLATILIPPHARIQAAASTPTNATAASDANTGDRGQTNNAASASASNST
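Test system: GST-tagged human GSK3beta kinase, cell-free; evaluation: activity score scaled between in-plate DMSO and GW8510 controls; measured by: ADP-Glo luminescence; incubation: 60 min reaction, RT; benchmarks: DMSO and 20 µM GW8510; reagent: peptide substrate plus 25 µM ATP (final); medium: Tris/MgCl2 kinase buffer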
AI-2 QS mod = modulators of Vibrio harveyi AI-2 quorum sensing system; hit rate 0.4% among 300,000; AID 2094; activity change, % at 7.5 µM; Vibrio harveyi JMH597 AI-2 luminescence/OD600 ratio, 9 h; hits give low values; strain lacks LuxN and CqsS sensors; 0 = neutral-control median; in the data active means activity change below about -75%, passing the limit was not always enough;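 further: luminescence divided by OD600 gain over 9 h not by final OD600 alone; inactives centre near 13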
HSF-1 act = increases HSF-1 driven luciferase reporter signal; AID 504408; hit rate 1.7% among 300,000; activation, % at 9 µM; NIH3T3-HGL HSF-1 luciferase reporter, MG132, 8 h; 100% = twice DMSO control signal;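 active means mean replicate activation of at least 50% with a set share of replicates each reaching 50%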;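 further: 0% = median of the neutral control wells and 100% = twice that signal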
IEC-6 cytotox = counter-screen for KLF5 inhibitors: cytotoxicity in IEC-6 cells; IEC-6 cytotoxicity, luminescence viability; AID 1825; inhibition, % at 5 µM; hit rate 0.78% among 290,000; in the data active means inhibition above about 22%;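 further: 0% = plate median of test compound wells and 100% = cytotoxic reference compound wells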
Starred values were filed as active, the others as inactive; i = inactive; . = no result given. This is a subset; rates above refer to the full screens.

SMILES | HSF1 inh | GSK3A inh | aSyn UTR inh | HSP90 refold inh | PolyA inhibitor | KLF5 inh | GSK3beta inhib | AI-2 QS mod | HSF-1 act | IEC-6 cytotox
Cc1ccc(-c2nc(-c3ccccc3)no2)c(Cl)c1 | -72* | 0 | 95* | 54* | i | -149 | -6 | 9 | -77 | -2
O=C1NNC(c2ccccc2)=N/C1=C\c1ccco1 | 2 | 5 | 24 | 2 | i | -12 | 1 | 23 | 8 | -5
COc1ccc(/C=N\NC(=O)CCN2CCN(c3ccccc3)CC2)cc1OC | -3 | -4 | 26 | -4 | i | -9 | 0 | 10 | -1 | 0
Cc1cc(C)n(-c2nc3ccccc3nc2N2CCN(C(=O)c3ccccc3)CC2)n1 | 21 | 1 | -52 | -2 | i | -21 | 0 | 2 | 52* | -5
O=C(COC(=O)c1cc(S(=O)(=O)N2CCOCC2)ccc1Cl)NCc1ccco1 | -1 | -3 | -12 | . | i | . | 2 | 36 | 6 | .
N#Cc1cc([N+](=O)[O-])ccc1NCCCn1ccnc1 | -2 | 5 | -6 | -1 | i | -7 | 0 | 22 | -2 | 10
CC1CCCC(NS(=O)(=O)c2cc3c(cc2Cl)NC(=O)CO3)C1C (stereo unspecified) | 6 | 1 | 20 | -3 | . | -10 | 3 | 29 | 2 | -2
O=C(O)/C=C/c1cn(-c2ccccc2)nc1-c1ccc(-c2ccc([N+](=O)[O-])cc2)o1 | 7 | -1 | -23 | 1 | i | -20 | 5 | -1 | 5 | -7
CCN(CC)CCn1c(NC(=O)c2ccc(C)cc2)nc2ccccc21 | 14 | 0 | -65 | -3 | i | -41 | 2 | -3 | 57* | 2
FC(F)(F)C12CC(c3ccccc3)=NCCN1CCN2 (stereo unspecified) | 4 | 1 | 14 | 2 | i | -15 | -1 | 17 | 9 | 0
COc1cccc2c(=O)n(CC(=O)N3CCC(C)CC3)ccc12 | 2 | -1 | -7 | 0 | i | -14 | 2 | 4 | -10 | 1
O=[N+]([O-])c1cccc(C(=NCc2ccccc2)NO)c1 | 9 | 2 | 0 | -1 | i | -29 | 0 | -6 | -2 | 4
COc1cc(-c2nnc(COC(=O)c3cccn3C)o2)cc(OC)c1OC | -4 | 3 | 18 | 0 | i | 3 | 1 | 45 | 8 | 5
CCOc1ccc(NS(=O)(=O)c2ccc(C(=O)N(C)CC(=O)Nc3ccc(OC)cc3)cc2)cc1 | 9 | 0 | 9 | . | i | . | -3 | 15 | 24 | .
COc1ccc(/C=N/NC(=O)c2ccc(Cl)c(S(N)(=O)=O)c2)cc1OCC(N)=O | -5 | 1 | 1 | 3 | i | -2 | -2 | 8 | -17 | -1
COc1cc(NC(=O)c2ccco2)ccc1NC(=O)C(C)C | 2 | -2 | -23 | 3 | i | -7 | 0 | 13 | 12 | 0
CC(=O)Nc1ccc(S(=O)(=O)NC(CC(=O)NC2CCCCC2C)C(C)C)cc1 (stereo unspecified) | -9 | -2 | -3 | -4 | i | -21 | 1 | 20 | -24 | -8
COc1ccc(OCc2cc(C(=O)N3CCC(OC)CC3)no2)c2ccccc12 | 25 | -2 | -69 | 3 | i | -2 | 1 | 16 | 46 | 4
COCCCNC(=O)CN1C(=O)COc2ccc(S(=O)(=O)N3CC(C)CC(C)C3)cc21 (stereo unspecified) | 6 | -1 | -9 | -3 | i | -34 | -4 | 32 | 17 | -4
CS(=O)(=O)c1ccc(Cl)c(NC(=O)Nc2ccccc2)c1 | -6 | -1 | 9 | -1 | i | -20 | -3 | -5 | -3 | 1
Cc1ccc(N(CC(=O)N2CCN(c3ccccc3F)CC2)S(=O)(=O)c2c(C)noc2C)cc1 | -3 | 1 | -15 | 3 | i | 2 | 3 | 23 | 20 | 1
CCc1nc2ccc(C(=O)Nc3nnc(C)s3)cc2nc1CC | 1 | 0 | -16 | 0 | i | -19 | 0 | 17 | 17 | 2
COc1cc(C(=O)Nc2ccc3c(c2)OCO3)c([N+](=O)[O-])cc1OC | 3 | 0 | 9 | 2 | i | -42 | -1 | 6 | -11 | 0
O=C(Nc1cccc2ccccc12)C1CCCC1 | 8 | 0 | -12 | -4 | i | -21 | 2 | 6 | -7 | -1
S=C(Nc1cccnc1)NC1CC2CCC1C2 (stereo unspecified) | 6 | -4 | -10 | -3 | i | -25 | 2 | 28 | -2 | 4
Cc1cc(C)cc(NC(=O)Nn2cnnc2)c1 | 0 | 2 | 14 | -5 | i | -26 | -4 | 17 | 22 | -3
Cn1c(C(=O)N[C@@H](Cc2ccccc2)C(=O)O)cc2cc(F)ccc21 | -1 | -4 | 10 | -1 | i | -1 | 2 | 14 | 3 | 3
Cc1ccc(S(=O)(=O)N2CCN(C(=O)CC(C)n3cncn3)CC2)cc1 (stereo unspecified) | -11 | 0 | -1 | -4 | i | -11 | 0 | 23 | -19 | 3
Cc1nc2nc(-c3ccccc3)nn2c(C)c1Cl | 1 | -2 | -59 | 1 | i | 35 | -5 | -8 | 22 | -3
COc1ccc(Cl)cc1S(=O)(=O)N1CCC(C(=O)NCCC2=CCCCC2)CC1 | 4 | 4 | 7 | 1 | i | -26 | 3 | 28 | 5 | -4

Limited to GSK3A inh, for some of the entries so far:
structure | GSK3A inh
CCc1nc2ccc(C(=O)Nc3nnc(C)s3)cc2nc1CC | 0
COc1cc(C(=O)Nc2ccc3c(c2)OCO3)c([N+](=O)[O-])cc1OC | 0
O=C(Nc1cccc2ccccc12)C1CCCC1 | 0
S=C(Nc1cccnc1)NC1CC2CCC1C2 (stereo unspecified) | -4
Cc1cc(C)cc(NC(=O)Nn2cnnc2)c1 | 2

(next part)
SMILES | HSF1 inh | GSK3A inh | aSyn UTR inh | HSP90 refold inh | PolyA inhibitor | KLF5 inh | GSK3beta inhib | AI-2 QS mod | HSF-1 act | IEC-6 cytotox
CN(C(=O)C1CCN(S(=O)(=O)c2cccc3nonc23)CC1)C1CCCCC1 | 2 | -2 | 4 | 2 | i | 10 | 1 | -4 | 12 | 0
CN(C)/C=C/C(=O)c1c(F)cccc1F | 6 | 5 | -2 | 9 | i | -13 | -4 | 6 | -15 | -6
Nc1c(Cl)cnn(-c2ccccc2)c1=O | -1 | 0 | 13 | . | i | . | -1 | 8 | 2 | .
CCOC(=O)c1c(NC(=O)CN2C(=O)NC(C)(c3ccccc3)C2=O)sc(C)c1C (stereo unspecified) | 3 | 0 | 35 | 2 | i | -33 | 0 | 21 | 4 | -1
O=C(Oc1ccc(-c2cnc3ccccc3n2)cc1)c1cccc([N+](=O)[O-])c1 | 17 | . | -183 | -3 | i | -2 | 1 | 4 | 11 | 0
Cc1ccc(NC(=O)c2cc(N3C(=O)C4CCCCC4C3=O)ccc2N2CCOCC2)cc1 (stereo unspecified) | -3 | -2 | 40 | 1 | i | -17 | -5 | 9 | -8 | -2
Cc1oc(-c2ccc(Cl)cc2)nc1CN1CCCC(C(=O)N2CCN(C(=O)c3ccco3)CC2)C1 (stereo unspecified) | 10 | 0 | 10 | -1 | i | -13 | 2 | 10 | 3 | 16
Cn1cc(/C=C(\C#N)C(=O)Nc2ncc(Cc3ccc(Cl)cc3)s2)c2ccccc21 | 21 | -2 | 33 | -9 | i | 7 | 1 | 40 | 9 | 10
O=C1Nc2cc(C(=O)N3CCN(c4ccccc4F)CC3)ccc2NC1CSCc1ccccc1F (stereo unspecified) | 8 | 0 | -24 | 5 | i | -38 | 1 | 41 | -2 | 2
CCCCCC(=O)Nc1ccc(Cl)cn1 | 9 | -3 | -23 | -9 | i | -24 | 3 | 22 | 19 | -5

Profiles as entered above. Order of screens: HSF1 inh, GSK3A inh, aSyn UTR inh, HSP90 refold inh, PolyA inhibitor, KLF5 inh, GSK3beta inhib, AI-2 QS mod, HSF-1 act, IEC-6 cytotox
COc1ccc(/C=N/NC(=O)c2ccc(Cl)c(S(N)(=O)=O)c2)cc1OCC(N)=O is entered as -5, 1, 1, 3, i, -2, -2, 8, -17, -1
Cc1ccc(N(CC(=O)N2CCN(c3ccccc3F)CC2)S(=O)(=O)c2c(C)noc2C)cc1 is entered as -3, 1, -15, 3, i, 2, 3, 23, 20, 1

(next part)
SMILES | HSF1 inh | GSK3A inh | aSyn UTR inh | HSP90 refold inh | PolyA inhibitor | KLF5 inh | GSK3beta inhib | AI-2 QS mod | HSF-1 act | IEC-6 cytotox
COc1cccc(CN2CC(O)=C(c3nc(-c4ccc(Cl)cc4)cs3)C2=N)c1 | -1 | 3 | 21 | -2 | i | -37 | 2 | 5 | -3 | -1
CNS(=O)(=O)c1cccc(C(=O)Nc2cccnc2)c1 | -6 | 2 | 14 | -3 | i | -22 | 6 | 42 | -8 | -11
CCN(CC)S(=O)(=O)c1cc([N+](=O)[O-])ccc1N=Nc1c(O)n(C)c2ccccc12 | -10 | 1 | -12 | -4 | i | 0 | 4 | 22 | -9 | -7
O=C(O)CCCCCNS(=O)(=O)/C=C/c1ccccc1 | 2 | -2 | 5 | -1 | i | -43 | -3 | 29 | -1 | 0
Cc1ccc(NC(=O)CCSc2nnnn2-c2ccc3c(c2)OCO3)cc1C | 0 | -1 | 15 | 8 | i | 1 | 1 | 8 | 8 | -1
CC(NC(=O)[C@H](C)N1C(=O)N2CCc3c([nH]c4ccccc34)[C@@]2(C)C1=O)c1ccccc1 (stereo partly specified) | 7 | -1 | 9 | 3 | i | -6 | 2 | 27 | 13 | -8
O=C(O)CC/C(=N/Nc1ccc([N+](=O)[O-])cc1)C(=O)O | 2 | 0 | -8 | 2 | i | -14 | 4 | 13 | -3 | 8
CN1CCN(C(=O)c2ccccc2NC(=O)c2sc3ccccc3c2Cl)CC1 | 1 | -5 | 17 | -4 | . | 3 | 2 | 9 | 5 | -3
CC(=O)c1c(N2CCN(C)CC2)[nH]c(-c2ccccc2)nc1=S | -8 | . | 4 | -2 | i | 7 | -5 | 10 | -1 | -4
CC(C)CCSc1nc2c(c(=O)[nH]c(=O)n2C)n1CCc1ccccc1 | 5 | -1 | 13 | -3 | i | -6 | 3 | 23 | 18 | 0
COc1ccsc1C(=O)Nc1ccc(F)cc1F | -4 | -2 | -69 | 0 | i | -8 | 4 | 2 | 0 | -1
COc1ccc(OCCCC(=O)NNC(=O)c2ccncc2)cc1 | -3 | 1 | 7 | . | i | . | -3 | 16 | -5 | .
O=C(CN1CCN(c2ccc(F)cc2)CC1)Nc1ccccc1Br | -6 | -1 | 10 | 0 | i | -48 | -1 | -5 | -22 | 3
CCOC(=O)/C(C#N)=C/c1c(Oc2cccc(C)c2)nc2c(C)cccn2c1=O | 3 | -3 | 6 | 3 | i | -11 | 0 | 18 | -5 | -4
ClCc1nc2ccccc2n1Cc1ccccc1 | -2 | 2 | -12 | -5 | i | -18 | 0 | 31 | -13 | -6
COCC(=O)N=Nc1c(O)[nH]c2ccccc12 | 7 | -2 | 4 | 0 | i | 7 | -3 | 16 | 16 | -2
N#Cc1c(NC(=O)CSc2ncnc3sccc23)oc(-c2ccco2)c1-c1ccco1 | -3 | -2 | 0 | 1 | i | 6 | 5 | 32 | -4 | -8
